Screening results (PubChem)
mIAP act: mouse IAP activation | muIAP, CDP-Star luminescence, 30 min; hits give high values; 1 = vehicle-only enzyme signal, 0 = enzyme-free wells | activation factor at 10 µM | 330,000 tested, 0.24% active | AID 2805;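 active means activation factor of at least 2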; further: the source names both 10 and 20 µM as test concentration; values of inactives mirror those of a sister screen read the other way
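Assay system: mouse IAP enzyme; Reagent: CDP-Star chemiluminescent phosphatase substrate; Compound: DMSO-dissolved test compounds; Incubation: 30 min, room temperature; Technique: luminescence from enzymatic CDP-Star hydrolysis; Controls: DMSO-only wells and no-enzyme negative control.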
tim10-1 inh: growth inhibitors of tim10-1 mutant yeast. inhibition, % at 20 µM. 330,000 tested, 2.2% active. S. cerevisiae tim10-1 ts strain growth, BacTiter-Glo, 24 h. AID 463190;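 active means inhibition of at least 40%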;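 further: mutant grown at 25 °C; 0% = DMSO wells with yeast and 100% = wells holding no yeast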
mIAP block: mouse IAP inhibition; inhibition, % at 10 µM; purified mouse IAP, CDP-Star luminescence, 30 min; 330,000 tested, 0.2% active;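 active means inhibition of at least 40% at 10 µM in the primary screen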;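 further: plate controls were DMSO with enzyme for no effect and no enzyme wells for full effect; values of inactives mirror those of a sister screen read the other way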
TIM10 inh: TIM10 yeast growth inhibition; inhibition, % at 10 µM; AID 463195; S. cerevisiae TIM10 strain growth, BacTiter-Glo luminescence, 24 h; 330,000 tested, 1.4% active;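 active means inhibition of 40% or more at the single tested concentration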;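 further: wild-type TIM10 isogenic control strain grown at permissive 25 °C; 0% = DMSO yeast wells and 100% = minimal medium wells without yeast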
hIAP inh: human IAP inhibition; AID 2544; inhibition, % at 10 µM; purified IAP, CDP-Star luminescence, 30 min; P09923; 330,000 tested, 0.12% active;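 active means inhibition reaching a set limit with compound at 10 µM in the primary screen, cut at about 35% in these data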;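 further: plate controls were DMSO wells with enzyme for no effect and no-enzyme buffer wells for full effect; values of inactives mirror those of a sister screen read the other way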
Target sequence (P09923 whole entry, looked up): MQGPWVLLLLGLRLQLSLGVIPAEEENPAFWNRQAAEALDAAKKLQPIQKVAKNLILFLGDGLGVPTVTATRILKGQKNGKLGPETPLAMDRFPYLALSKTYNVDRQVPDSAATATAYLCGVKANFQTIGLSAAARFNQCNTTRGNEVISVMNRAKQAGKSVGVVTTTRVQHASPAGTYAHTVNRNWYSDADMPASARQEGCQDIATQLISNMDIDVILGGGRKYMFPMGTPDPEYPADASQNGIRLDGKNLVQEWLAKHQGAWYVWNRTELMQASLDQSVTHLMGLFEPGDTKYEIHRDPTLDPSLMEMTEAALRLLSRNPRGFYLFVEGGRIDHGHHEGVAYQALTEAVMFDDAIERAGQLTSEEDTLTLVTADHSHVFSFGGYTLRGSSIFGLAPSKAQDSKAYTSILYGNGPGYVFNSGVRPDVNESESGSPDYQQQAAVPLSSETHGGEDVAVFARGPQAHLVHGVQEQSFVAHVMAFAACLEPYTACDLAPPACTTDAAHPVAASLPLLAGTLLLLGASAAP
APOBEC3A inh: blocks human APOBEC3A ssDNA deamination | P31941 | recombinant A3A, FAM/TAMRA ssDNA deamination fluorescence | inhibition, % at 20 µM | 330,000 tested, 0.41% active | AID 493011;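 active means at least 40% inhibition at 20 µM here, with at most 30% in a related deaminase screen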;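 further: plate controls were A3A with DMSO for no effect and wells lacking A3A enzyme for full effect; some results filed as inactive read as strong as hits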
Target sequence (P31941 whole entry, looked up): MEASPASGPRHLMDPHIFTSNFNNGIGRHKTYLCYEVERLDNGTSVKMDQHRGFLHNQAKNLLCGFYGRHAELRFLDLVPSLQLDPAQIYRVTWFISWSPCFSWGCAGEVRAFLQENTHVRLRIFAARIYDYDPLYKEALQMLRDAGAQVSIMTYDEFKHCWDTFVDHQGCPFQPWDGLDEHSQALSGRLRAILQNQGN
NLRP3 yeast inh: blocks the NALP3 inflammasome reconstituted in yeast; Yeast reconstituted NLRP3/ASC/caspase-1, beta-gal luminescence, 24 h; inhibition, % at 10 µM; 330,000 tested, 0.39% active; AID 2825;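 active means inhibition of 50% or more; inactive means inhibition below 50%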;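 further: plate controls were induced DMSO wells for no effect and uninduced yeast grown without galactose for full effect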
beta cell repl: MIN6 beta-cell proliferation induction | 330,000 tested, 0.29% active | proliferation, % at 10 µM | MIN6 cells proliferation, ATPlite luminescence, 48 h; cells starved in 0.2% serum; 100% = growth in 10% serum;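 active means compounds whose signal lies at least 3.5 SD above the mean of all wells on their plate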;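 further: 0% = DMSO-treated cells in low-serum medium and 100% = 10% serum control; some compounds called inactive have numbers as strong as hits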
A3G deaminase: APOBEC3G (human) deaminase inhibition; recombinant A3G, ssDNA deamination FAM/TAMRA fluorescence; inhibition, % at 20 µM; 330,000 tested, 0.28% active;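 active means inhibition of at least 40% at 20 µM, with no more than 30% in the related APOBEC3A deaminase screen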;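 further: plate controls were DMSO wells with A3G for no effect and wells lacking A3G enzyme for full effect; some compounds called inactive have numbers as strong as hits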
The depositor's hits bear a star.

What do the screens show for `CC1C2(C)OC(=N)C(C#N)(C(C)O2)C1(C#N)C#N` (stereo not given)?
mIAP act: 1.01; tim10-1 inh: 0.5; mIAP block: -1.4; TIM10 inh: 11.4; hIAP inh: -3.1; APOBEC3A inh: 1.2; NLRP3 yeast inh: 16.6; beta cell repl: 0.9; A3G deaminase: -1.5

Results for COc1ccc(-c2oc3cccnc3c2C#CC2(O)CCCCC2)cc1 ?
mIAP act: 0.878; tim10-1 inh: 48.2*; mIAP block: 12.2; TIM10 inh: 41.5*; hIAP inh: -2.7; APOBEC3A inh: -1.1; NLRP3 yeast inh: -12.6; beta cell repl: -6.8; A3G deaminase: -10.3

What do the screens show for `CCOC(=O)NC(CC(=O)O)c1ccc(OCC)cc1` (stereo not given)?
mIAP act: 1.01; tim10-1 inh: 2.2; mIAP block: -0.6; TIM10 inh: 1.9; hIAP inh: -1.5; APOBEC3A inh: 1.0; NLRP3 yeast inh: 6.5; beta cell repl: 1.1; A3G deaminase: -1.8

What do the screens show for `COc1ccc(C(=O)NN2C(=S)N(c3ccc(OC)cc3)C(=O)C2CC(N)=O)cc1` (stereo not given)?
mIAP act: 0.968; tim10-1 inh: -19.0; mIAP block: 3.2; TIM10 inh: -20.1; hIAP inh: -6.3; APOBEC3A inh: -3.6; NLRP3 yeast inh: 19.6; beta cell repl: -2.8; A3G deaminase: -11.4

Results for O=C(Nc1nc(-c2ccc3c(c2)Cc2ccccc2-3)cs1)c1ccccc1 ?
mIAP act: 0.943; tim10-1 inh: 7.9; mIAP block: 5.7; TIM10 inh: 1.4; hIAP inh: 5.0; APOBEC3A inh: 0.7; NLRP3 yeast inh: -3.1; beta cell repl: 0.8; A3G deaminase: -1.3

What do the screens show for `COc1ccc(NC(=O)CCC(=O)Nc2nnc(C(C)C)s2)cc1Cl`?
mIAP act: 0.967; tim10-1 inh: 13.1; mIAP block: 3.3; TIM10 inh: 7.2; hIAP inh: -2.2; APOBEC3A inh: -3.2; NLRP3 yeast inh: 15.0; beta cell repl: -2.1; A3G deaminase: 2.9

How did Cc1nn(C(C)C(=O)N2CCOCC2)c(C)c1[N+](=O)[O-] (stereo not given) do in these assays?
mIAP act: 1.08; tim10-1 inh: 0.2; mIAP block: -8.0; TIM10 inh: -1.0; hIAP inh: -17.1; APOBEC3A inh: -5.3; NLRP3 yeast inh: -4.0; beta cell repl: -0.5; A3G deaminase: -8.3

Results for C=CCC1NS(=O)(=O)OC2CCCC12 (stereo not given) ?
mIAP act: 1.05; tim10-1 inh: 7.6; mIAP block: -5.0; TIM10 inh: 7.9; hIAP inh: -0.4; APOBEC3A inh: 0.1; NLRP3 yeast inh: 7.9; beta cell repl: -1.7; A3G deaminase: 19.4

Results for Cc1cnc(CN(C)C(=O)c2ccc3oc(Cc4ccccc4)nc3c2)[nH]1 ?
mIAP act: 0.969; tim10-1 inh: 12.1; mIAP block: 3.1; TIM10 inh: -3.0; hIAP inh: -15.5; APOBEC3A inh: -8.4; NLRP3 yeast inh: 6.8; beta cell repl: -4.3; A3G deaminase: -6.1

Results for CCn1c(C)nc2cc(C(=O)N/N=C/c3ccc(OC)cc3)ccc21 ?
mIAP act: 1.02; tim10-1 inh: 2.9; mIAP block: -2.5; TIM10 inh: 4.8; hIAP inh: -13.0; APOBEC3A inh: 1.5; NLRP3 yeast inh: 13.0; beta cell repl: 7.8*; A3G deaminase: -2.8

What do the screens show for `C/C(N)=C(/C#N)C(=O)CSc1cc(C)c2ccccc2n1`?
mIAP act: 0.982; tim10-1 inh: 21.8; mIAP block: 1.8; TIM10 inh: 18.1; hIAP inh: 1.8; APOBEC3A inh: 1.2; NLRP3 yeast inh: 25.9; beta cell repl: -0.4; A3G deaminase: -3.0

What do the screens show for `COc1ccc(N(CC(=O)Nc2cccnc2)S(=O)(=O)c2ccccc2)cc1Cl`?
mIAP act: 1.12; tim10-1 inh: 6.9; mIAP block: -11.8; TIM10 inh: 7.7; hIAP inh: -7.6; APOBEC3A inh: -2.6; NLRP3 yeast inh: -11.8; beta cell repl: -1.8; A3G deaminase: -5.3

What do the screens show for `N#C/C(C(=O)N1CCOCC1)=C1\Nc2ccccc2S1`?
mIAP act: 1; tim10-1 inh: 9.1; mIAP block: 0.0; TIM10 inh: 18.4; hIAP inh: 7.7; APOBEC3A inh: -3.3; NLRP3 yeast inh: 0.0; beta cell repl: 0.6; A3G deaminase: -5.2

How did CN(C(=O)c1ccccc1C(=O)OCC(=O)NC(=O)NC(C)(C)C)C1CCCCC1 do in these assays?
mIAP act: 0.997; tim10-1 inh: 14.0; mIAP block: 0.3; TIM10 inh: 18.6; hIAP inh: -9.6; APOBEC3A inh: -0.2; NLRP3 yeast inh: -6.3; beta cell repl: -3.3; A3G deaminase: -6.5

What do the screens show for `COc1ccc(CCNC(=O)c2noc3c2CCCC3)cc1OC`?
mIAP act: 1.07; tim10-1 inh: 4.2; mIAP block: -6.8; TIM10 inh: -4.3; hIAP inh: 2.6; APOBEC3A inh: 2.1; NLRP3 yeast inh: 18.9; beta cell repl: -2.9; A3G deaminase: -1.3

Results for O=C(NCc1ccco1)C1CCC(CNS(=O)(=O)c2cccc3cccnc23)CC1 (stereo not given) ?
mIAP act: 0.992; tim10-1 inh: -5.5; mIAP block: 0.8; TIM10 inh: 4.5; hIAP inh: -4.1; APOBEC3A inh: -0.3; NLRP3 yeast inh: -1.4; beta cell repl: -0.4; A3G deaminase: -5.2

What do the screens show for `COC(=O)CCC(=O)Nc1ccc(NC(C)=O)cc1`?
mIAP act: 0.988; tim10-1 inh: 11.2; mIAP block: 1.2; TIM10 inh: -17.8; hIAP inh: -15.0; APOBEC3A inh: -2.4; NLRP3 yeast inh: -2.4; beta cell repl: -2.7; A3G deaminase: -5.3

Results for CN(NC(=O)CN1C(=O)c2ccccc2C1=O)C1=NS(=O)(=O)c2ccccc21 ?
mIAP act: 0.955; tim10-1 inh: 15.3; mIAP block: 4.4; TIM10 inh: 12.0; hIAP inh: 4.8; APOBEC3A inh: -0.9; NLRP3 yeast inh: 3.6; beta cell repl: -0.9; A3G deaminase: -5.6

Results for Cc1cccc(N2CN(Cc3cccnc3)CNC2=S)c1 ?
mIAP act: 1.01; tim10-1 inh: 2.8; mIAP block: -0.6; TIM10 inh: 15.2; hIAP inh: -0.1; APOBEC3A inh: -0.5; NLRP3 yeast inh: 11.9; beta cell repl: 3.7; A3G deaminase: -2.8

Results for Cc1cccc(NC(=O)Cn2c(=O)oc3ccccc32)n1 ?
mIAP act: 0.933; tim10-1 inh: 3.8; mIAP block: 6.7; TIM10 inh: 9.4; hIAP inh: 7.4; APOBEC3A inh: 1.0; NLRP3 yeast inh: -3.4; beta cell repl: 1.1; A3G deaminase: 0.9

How did CC(=O)NC(c1ccc(C)cc1)c1cc(Cl)c2cccnc2c1O (stereo not given) do in these assays?
mIAP act: 0.977; tim10-1 inh: -2.9; mIAP block: 2.3; TIM10 inh: -2.2; hIAP inh: -52.3; APOBEC3A inh: 3.0; NLRP3 yeast inh: 47.9; beta cell repl: -3.9; A3G deaminase: -3.7

How did CN(C)c1ccccc1-c1csc(N2CCC(C(N)=O)CC2)n1 do in these assays?
mIAP act: 1; tim10-1 inh: 7.0; mIAP block: -0.2; TIM10 inh: 2.6; hIAP inh: -9.3; APOBEC3A inh: -5.0; NLRP3 yeast inh: 20.7; beta cell repl: 1.4; A3G deaminase: -10.3

Results for COCCCNc1oc(-c2ccccc2F)nc1C#N ?
mIAP act: 0.879; tim10-1 inh: 22.8; mIAP block: 12.1; TIM10 inh: -1.0; hIAP inh: 2.2; APOBEC3A inh: -0.1; NLRP3 yeast inh: 13.4; beta cell repl: -2.0; A3G deaminase: 1.1

What do the screens show for `CC(=O)N1CCc2cc(C(=O)CN3CCN(C(=O)c4ccco4)CC3)ccc21`?
mIAP act: 0.944; tim10-1 inh: -8.0; mIAP block: 5.6; TIM10 inh: -6.3; hIAP inh: 7.2; APOBEC3A inh: -0.5; NLRP3 yeast inh: 11.3; beta cell repl: 1.8; A3G deaminase: 0.2

What do the screens show for `CCCCC1=CC2=C(c3ccco3)C(=O)C(C)(OC(=O)c3ccc(OC)cc3)C(=O)C2=CN1c1ccc(OC)cc1` (stereo not given)?
mIAP act: 0.992; tim10-1 inh: -2.8; mIAP block: 0.8; TIM10 inh: -12.3; hIAP inh: 6.7; APOBEC3A inh: 33.7; NLRP3 yeast inh: 1.1; beta cell repl: -7.9; A3G deaminase: -6.9

Results for COc1ccc2[nH]c(=O)c(CN(C(C)=O)C3CCCCC3)cc2c1 ?
mIAP act: 0.927; tim10-1 inh: 6.0; mIAP block: 7.3; TIM10 inh: -0.8; hIAP inh: -3.7; APOBEC3A inh: -1.8; NLRP3 yeast inh: 6.7; beta cell repl: -2.7; A3G deaminase: -3.3

What do the screens show for `c1ccc(CSc2nncn2-c2ccccn2)cc1`?
mIAP act: 0.938; tim10-1 inh: 17.2; mIAP block: 6.2; TIM10 inh: 11.8; hIAP inh: 23.8; APOBEC3A inh: -2.6; NLRP3 yeast inh: -5.0; beta cell repl: -4.4; A3G deaminase: -6.7

Results for COc1ccc(NC(=O)CC(C)CC(=O)NCc2ccc(F)cc2)c(OC)c1 (stereo not given) ?
mIAP act: 0.931; tim10-1 inh: -7.4; mIAP block: 6.9; TIM10 inh: 0.3; hIAP inh: -15.8; APOBEC3A inh: -3.8; NLRP3 yeast inh: 22.0; beta cell repl: 1.5; A3G deaminase: 0.2

What do the screens show for `COc1ccccc1/C=N/NC(=S)Nc1cccnc1`?
mIAP act: 0.905; tim10-1 inh: -10.0; mIAP block: 9.5; TIM10 inh: -9.9; hIAP inh: -9.7; APOBEC3A inh: -3.3; NLRP3 yeast inh: 17.0; beta cell repl: -0.6; A3G deaminase: -6.5

Results for O=C(CCc1c[nH]c2ccccc12)NC(Cc1ccccc1)C(=O)O (stereo not given) ?
mIAP act: 1.01; tim10-1 inh: 24.1; mIAP block: -1.4; TIM10 inh: 5.5; hIAP inh: -21.1; APOBEC3A inh: -6.8; NLRP3 yeast inh: -6.8; beta cell repl: -3.2; A3G deaminase: -12.2

What do the screens show for `Cc1ccc(-c2nc(C#N)c(NCCCn3ccnc3)o2)cc1`?
mIAP act: 1.03; tim10-1 inh: 11.4; mIAP block: -3.3; TIM10 inh: 6.1; hIAP inh: 0.9; APOBEC3A inh: 0.4; NLRP3 yeast inh: -6.5; beta cell repl: -0.1; A3G deaminase: -9.5

Results for COc1cc2c(cc1OC)CN(c1ccc([N+](=O)[O-])cc1C#N)CC2 ?
mIAP act: 0.959; tim10-1 inh: 2.6; mIAP block: 4.1; TIM10 inh: 7.4; hIAP inh: 0.2; APOBEC3A inh: -1.0; NLRP3 yeast inh: 4.6; beta cell repl: -6.8; A3G deaminase: 2.3

Not a hit list; 4.6% or so of the library scored in one or more.
